Tn6 DDE FP = disrupts Tn6 cyclic peptide binding to fibrin D-Dimer-E complex | Fibrin DD(E) TRITC-Tn6 fluorescence polarization displacement | inhibition, % at 8.3 µM | 0.21% of 370,000 active | AID 720509;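 active means inhibition above a per-campaign cutoff: mean of compounds within control limits plus 3 SD, cut at about 15% in these data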;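 further: 0% = median of all compound wells on the plate and 100% = blocking peptide control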
LEDGF integ inh = blocks HIV-1 LEDGF/p75-dependent DNA integration; TR-FRET IN-LEDGF/p75 DNA integration, Eu/Cy5; inhibition, % at 3.7 µM; 0.64% of 370,000 active; AID 743269;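 active means inhibition above the screen-wide mean plus 3 SD, cut at about 13% in these data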;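 further: signal is the Cy5 over europium emission ratio at 671 and 618 nm; 0% = plate median of compound wells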
proKLK7 act = activates the human kallikrein-7 zymogen. P49862. purified proKLK7, EDANS-DABCYL substrate fluorescence; 100% is mature enzyme control, 0% vehicle. activation, % at 7 µM. 0.9% of 370,000 active. AID 652039;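 active means activation above the mean of all tested compounds plus 3 SD, computed per campaign excluding outliers beyond control limits, cut at about 13% in these data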
PLCg1 inh = blocks human PLC-gamma1 enzyme activity; purified PLC-gamma1, fluorogenic substrate, fluorescence; P19174; 0.84% of 370,000 active; inhibition, % at 12.2 µM; in the data active means inhibition above about 9.5%
TDP2 absorb = TDP2 (human) inhibition, absorbance primary screen; 0.34% of 370,000 active; inhibition, % at 12.8 µM; AID 720702; recombinant TDP2, T5PNP hydrolysis, p-nitrophenol absorbance 415 nm; O95551;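 active means inhibition above the mean of all tested compounds plus 3 SD, set per campaign, cut at about 25% in these data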;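 further: 0% = DMSO with enzyme and 100% = buffer with substrate but no TDP2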
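Read-out basis: percent inhibition. System: recombinant human TDP2. Buffer or medium: Mg2+-containing Tris-HCl buffer, pH 7.5. Repeats: single replicate. Timing: reaction 2 h, 37 °C. Benchmarks: high control without enzyme, low control DMSO plus TDP2. Probe or stimulus: 5 mM T5PNP. Doses: 12.8 µM only. Measured by: epi absorbance of p-nitrophenol freed from T5PNP by hydrolysis.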
DDE Tn7 FP inh = DD(E)-Tn7 binding inhibition, primary FP screen. AID 720508. 0.13% of 370,000 active. P02675. inhibition, % at 8.3 µM. FP displacement of FITC-Tn7 peptide from fibrin DD(E); 0% = median of compound wells per plate;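 active means inhibition above the mean of compounds falling within the control limits plus 3 SD of them, cut at about 14% in these data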;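 further: 0% = plate median of compound wells and 100% = 10 µM Aha-Tn7 peptide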
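Assay system: Human clot-derived fibrin DD(E) complex | Buffer or medium: Tris/NaCl/CaCl2 buffer, pH 7.8 | Repeats: One replicate per compound | Benchmarks: Aha-Tn7 high control | Measure: % inhibition scaled between sample-field median and high-control FP | Schedule: 10 min plus 3 h, room temperature | Signal: Fluorescence polarization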
ARFGAP1 inh = rat ARFGAP1 inhibition | Q62848 | inhibition, % at 16.5 µM | Arfgap1-stimulated ARF1 GTP hydrolysis, GDP FP detection | 0.26% of 360,000 active;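 active means inhibition above a per-plate limit, mean inhibition of low control wells plus 3 SD, cut at about 25% in these data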;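 further: 0% = DMSO wells with enzyme and 100% = wells lacking Arfgap1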
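Material – truncated rat Arfgap1 GAP domain · Buffer or medium – HEPES-based buffer, pH 7.5 · Reagent – human ARF1(Δ1-17)-GTP substrate · Dosing – 16.5 µM single point, 1.26% DMSO · Schedule – GTP hydrolysis reaction 2 h at 25 °C · Technique – GDP detection by fluorescence polarization · Benchmarks – No-Arfgap1 wells (100%) versus DMSO full-reaction wells (0%) · Repeats – single replicate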
ADAM17 inh = inhibits human ADAM17 | AID 720648 | recombinant ADAM17, EDANS/DABCYL FRET peptide cleavage | 0.83% of 370,000 active | inhibition, % at 6.95 µM;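 active means inhibition above the mean of compounds lying between control limits plus 3 SD, set per campaign, cut at about 8.5% in these data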;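 further: 0% = DMSO-only wells as the low control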
ASAP1 GAP inh = ASAP1 ArfGAP inhibition. Q9ULH1. ASAP1-stimulated ARF1 GTP hydrolysis, GDP FP detection. inhibition, % at 16.5 µM. 0.19% of 360,000 active; in the data active means inhibition above about 25%;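 further: 0% = vehicle with enzyme and substrate and 100% = no enzyme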
ADAM10 inh = ADAM10 inhibition, QFRET primary screen; O14672; 0.62% of 370,000 active; inhibition, % at 7 µM; recombinant ADAM10, EDANS/DABCYL FRET peptide cleavage, 3 h; AID 720582;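 active means inhibition above a per-campaign cutoff equal to the mean of compounds falling between control-based bounds plus 3 SD, cut at about 20% in these data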;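 further: 0% = DMSO wells while the 100% control is not disclosed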
The depositor's hits bear a star; . = not tested or not shown. Rows were taken by chance; about 4.2% have a hit in one of these screens.

SMILES	Tn6 DDE FP	LEDGF integ inh	proKLK7 act	PLCg1 inh	TDP2 absorb	DDE Tn7 FP inh	ARFGAP1 inh	ADAM17 inh	ASAP1 GAP inh	ADAM10 inh
Cc1ccc(NCc2nnc(SCC(=O)Nc3cccc(O)c3)n2CC2CCCO2)c(C)c1 (configuration not stated)	-1	-5	0.3	0	2	1	-9	-2	-4	7
CCc1nc(N2CCOCC2)c(C#N)c2c1CCCC2	2	3	-1.0	-43	4	-4	0	-49	-7	-159
Cc1cccc(-c2noc(CCC(=O)Nc3ccccc3)n2)c1	-6	-3	-0.2	5	-1	-6	3	0	-3	2
COc1ccc(CCN(C)CCCN2CC(c3ccccc3)CC2=O)cc1OC (configuration not stated)	1	-3	-0.3	-2	8	3	1	-3	11	-2
COc1ccc(CN2C(=O)C(CC(=O)NCCc3ccccn3)CC(C(=O)N(C(C)C)C(C)C)=C2C)cc1 (configuration not stated)	-1	-3	-0.3	-1	11	-4	11	-6	-2	-12
Cc1ccc(C)n1-c1ccc(C(=O)NCC2CCCO2)cc1 (configuration not stated)	3	4	0.0	-19	5	5	3	-6	-7	-11
O=C1/C(=N\O)Cc2ccccc21	5	-1	0.3	0	4	0	3	0	0	2
Cn1cc([C@]2(O)C(=O)Nc3c(F)cccc32)c2ccccc21	2	3	0.6	-4	3	-2	-15	-3	2	-1
Cn1c(CNC(=O)CCNC(=O)c2ccccc2F)cc(=O)n(C)c1=O	-6	-1	0.2	2	2	-4	-6	-6	-1	-9
CN1CCN(C(=O)Cn2c(C(F)(F)F)nc3ccccc32)CC1	2	0	-0.2	8	-5	-10	13	2	-6	9
CCOC(=O)c1cn(C2CC2)c2c(F)c(NCCCN(C)C)c(F)cc2c1=O	2	-5	20*	-166	-2	-4	10	-121	4	-326
CCOC(=O)c1cnn(-c2nc(-c3ccccc3)nc3c2COC(C)(C)C3)c1N	1	2	-0.2	0	-5	-1	6	-7	8	-1
CCOc1ccc(N2C(=O)/C(=C\c3ccc(OC)c(O)c3)S(=O)(=O)C2c2cccc([N+](=O)[O-])c2)cc1 (configuration not stated)	0	-3	-0.5	0	1	3	8	-2	7	2
N/C(=N\OC(=O)CSc1ccccc1)c1cccc([N+](=O)[O-])c1	8	0	-0.1	-5	3	-1	-7	4	-4	5
O=C(NC(=S)N1CCN(Cc2ccccc2)CC1)c1ccco1	1	1	-1.1	-4	-2	-4	-1	2	8	1
O=C(COC(=O)c1cccnc1Cl)NCc1ccc2c(c1)OCO2	2	1	-0.3	2	-1	-1	5	2	-4	9
CC(=O)N(Cc1cc2c(C)cc(C)cc2[nH]c1=O)C1CCCCC1	5	1	-0.6	4	4	1	-4	-16	-12	-50
Cc1cc(=O)oc2cc(OCC(=O)NCC3CCCO3)ccc12 (configuration not stated)	3	-1	0.9	-4	-3	0	4	-25	-6	-71
COc1ccc(C(=O)c2[nH]c(N)c(C(=O)c3c[nH]c4ccccc34)c2-c2ccc(OC)cc2)cc1	-3	4	-0.9	-18	-9	-7	-6	2	3	5
Cc1nn(-c2ccccc2)c(C)c1C(=O)OCC(=O)Nc1ccccc1	-10	2	0.3	4	-3	-2	7	1	4	-4
CC1(C)N=C(N)NC(Nc2ccccc2Cl)=N1	1	2	-0.4	1	6	0	-8	-2	3	2
COc1cc(OC)nc(Nc2nc(C(N)Cc3ccc(C(F)(F)F)cc3)cs2)n1 (configuration not stated)	8	8	-0.6	5	-5	-4	-4	0	5	-7
O=C(Nc1nc2cc3c(cc2s1)OCCO3)c1cccs1	-20	-6	2.9	-185	-11	0	8	-33	-3	-57
COn1c(-c2ccc(Cl)cc2)nc2ccc(Cl)cc21	0	4	-0.2	0	-2	-11	2	0	14	3
COc1cc(OC)c(C(=O)OCC(=O)NC2CCCCCCC2)cc1OC	6	2	0.5	0	0	3	4	-5	-5	-2
O=c1cc(C(F)(F)F)[nH]c2ccc(OC(F)(F)F)cc12	-6	1	0.1	-7	10	-1	8	-36	-2	-86
C[C@H](NC(=O)c1nc[nH]c1C(=O)N(C)Cc1ccccc1)C(=O)OC(C)(C)C	1	-3	0.0	-1	-2	3	3	2	-2	9
CC1CCCCN1CCCNc1ccc(C(CC(N)=O)NC(=O)c2ccccc2)cc1[N+](=O)[O-] (configuration not stated)	1	0	0.1	1	-1	-6	12	0	-11	4
Cc1c(Br)c(C(=O)NCc2cc3cc(Cl)ccc3[nH]2)nn1C	-2	3	-0.4	-2	-1	5	5	-3	18	5
O=C(NCCc1c[nH]c2ccccc12)OCc1cn(Cc2ccc(F)c(F)c2)nn1	4	-2	-0.4	-1	1	0	.	1	.	2
CC(=O)[C@H]1CC[C@@H](c2ccccc2)N(S(=O)(=O)c2ccc(C)cc2)C1	2	2	-0.2	3	8	8	13	-6	-2	-12
Cn1c(=O)c2[nH]c(NN=Cc3cccc(Br)c3)nc2n(C)c1=O	-2	-4	-8.4	-42	7	4	1	-3	16	-11
Oc1ccccc1C=NNC(=S)NC1CC2C=CC1C2 (configuration not stated)	0	1	-49	-127	-2	6	1	-14	-4	-45
CC(=O)N1CCOc2ccc(S(=O)(=O)NCc3ccc(F)cc3)cc21	10	3	0.3	-1	5	4	-17	-2	-5	-1
COc1ccc(CCNC(=O)c2cccnc2SC)cc1	1	1	0.5	1	4	-2	6	-2	-3	-4
O=C(N/N=C/c1c[nH]c2ccccc12)c1ccc(Br)cc1	-2	4	-0.1	-32	-9	4	-2	0	10	0
C=C1C(=O)[C@@]23[C@H](O)C[C@@H]4C(C)(C)CC[C@H](O)[C@@]4(C)[C@@H]2CC[C@@H]1[C@H]3O	-3	2	0.1	6	1	-2	-6	-4	7	0
COc1cc(C(=O)N2CCC3(CC2)NCCc2[nH]cnc23)cc(OC)c1OC	-4	4	0.5	4	-6	6	-1	1	-1	2
CC1CCCC(C)N1C(=O)COC(=O)c1cc(F)c(F)cc1Cl (configuration not stated)	-5	-1	-5.0	3	-8	3	-9	-5	-10	-16
CC1(C(=O)NCc2ccccc2)CSCC(=O)N1C1CCN(Cc2ccccc2)CC1 (configuration not stated)	4	1	-0.6	9	-21	-1	2	5	9	-10
COc1ccc(NCC(=O)n2c(C)c(C)c3ccccc32)cc1	-1	-4	-0.6	-2	13	1	-7	-3	-3	0
CCc1noc(C)c1C(=O)NNC(=O)c1ccccc1F	-2	-1	-1.0	4	-1	3	-5	0	-4	-12
Cn1c(=O)c2cc(NC(=O)CCc3cccc(Cl)c3)ccc2n1Cc1cccc(C(F)(F)F)c1	0	4	-0.8	-39	-11	-2	4	-40	-2	-148
COC(=O)[C@@]1(Cc2ccc(OC)cc2)[C@H]2c3cc(C(=O)N4CCCC4)n(Cc4c(CO)[nH]cc(C)c4=O)c3C[C@H]2CN1C(=O)c1ccccc1	-4	2	0.9	-6	-1	1	-7	-11	7	-50
Cc1ccc([C@H]2C[C@H](O)[C@@H](n3cc(-c4ccc(F)cc4)nn3)CN2C(=O)c2cccs2)cc1	0	1	-0.1	-3	-5	-2	20	5	10	4
NCC(=O)NNC(=O)OCC1c2ccccc2-c2ccccc21	-2	6	-0.4	7	-9	-3	-6	2	11	14
NS(=O)(=O)c1ccc(NC(=O)Nc2ccccc2)cc1	4	-3	-0.3	-2	5	0	12	-2	-7	-2
O=C(c1ccco1)N(Cc1ccc2c(c1)OCO2)Cc1cc2cc3c(cc2[nH]c1=O)OCO3	1	-2	-0.8	-6	-2	-3	11	-11	13	-20
CCCCNC(=O)C1(C)CCCCN1C(=O)c1ccc2c(c1)CCO2 (configuration not stated)	-2	-1	-0.4	1	-1	1	-1	-2	-9	-10
NC(=O)NC(CC(=O)NCCCc1ccccc1)c1ccc(Cl)cc1 (configuration not stated)	-4	7	-0.2	2	-9	-5	0	-2	11	0
CC1CCCCC12NC(=O)N(CC(=O)N1CCN(S(=O)(=O)c3cccs3)CC1)C2=O (configuration not stated)	-11	-2	0.1	-2	4	3	2	-7	-7	-10
CCCCNC(C(=O)Nc1ccc(Cl)c([N+](=O)[O-])c1)c1ccccc1 (configuration not stated)	-1	-2	0.0	-1	-7	3	-5	3	-1	-5
O=C(CCS(=O)(=O)Cc1ccccc1)Nc1ccc2c(c1)OCCO2	5	0	0.9	0	4	-3	-4	-4	-1	-2
Cc1cc(C)cc(OC2CCCCC2NS(=O)(=O)c2ccccc2)c1 (configuration not stated)	3	-2	0.3	0	-10	-4	9	6	4	4
Cc1ccc(Cl)c(NC(=O)COC(=O)CNS(=O)(=O)/C=C/c2ccccc2)c1Cl	-8	6	-0.2	6	-9	-12	-3	9.1*	6	7
COc1ccc(C(=O)Nc2ccc3oc(-c4cccc(F)c4)nc3c2)cc1OC	7	-3	-0.9	-6	-1	-4	15	-6	13	-27
C[C@@H]1[C@@H](c2ccccc2)c2cc3ccccc3nc2-c2nc3ccccc3cc2[C@@H]1C(=O)N1CCCC1	-5	2	-0.4	-3	-8	6	.	2	.	2
CCOC(=O)C1CCCN(C(=O)CNC(=O)c2ccc(Br)o2)C1 (configuration not stated)	-1	-4	0.1	1	-9	3	3	-5	2	-7
Cc1ccc(S(=O)(=O)NC(=O)C2(C)CCN2C(=O)C2(c3ccc(Cl)cc3)CC2)cc1 (configuration not stated)	5	-4	-0.3	-3	-2	-1	14	-3	-10	-14
COc1ccc(CC(=O)Nc2ccc(S(=O)(=O)N(C)C)cc2)cc1OC	8	0	-0.6	2	5	1	2	-1	2	-19
Fc1ccc(Oc2ncccn2)c(F)c1	4	-4	0.1	0	6	1	4	-3	12	-8
Cc1csc(N/N=C\c2cccnc2)n1	4	-1	-0.7	-13	-3	3	-11	-1	7	-1

Bioassay records deposited in PubChem BioAssay by The Scripps Research Institute Molecular Screening Center.
